# C8 TRAIL sens: viability loss with TRAIL in NB7+C8 cells, primary screen, TRAIL sensitizer project, cell-based, ATPlite luminescence; inhibition (viability loss, TRAIL sensitization), % at 10 µM; hit rate 1% among 360,000;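 active means compounds causing at least 50% loss of cell viability in the single-dose screen, relative to plate controls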
# SRC3 inh: SRC3 coactivator transcriptional activity inhibitors, primary screen, cell-based, luminescence; hit rate 0.17% among 360,000; inhibition, % at 3.6 µM; HEK293 GAL4-SRC3 luciferase reporter; Nuclear receptor coactivator 3 (Homo sapiens), Q9Y6Q9; AID 588352, 2011;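 active means inhibition above a per-campaign cutoff, the mean of all compounds plus 3 SD, cut at about 60% in these data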;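 further: 0% = DMSO-treated cells and 100% = gossypol-treated cells at 36 µM; higher means less SRC3-driven luciferase light from the GAL4 reporter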
# TLR9-MyD88 inh: inhibitors of TLR9-MyD88 association in cells, primary screen, cell-based, CHO, BLA complementation, fluorescence | CCF4 FRET ratio | inhibition, % at 4.98 µM | hit rate 0.21% among 340,000 | AID 504734, 2011;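 active means inhibition above the mean over all tested compounds plus 3 SD, cut at about 21% in these data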;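 further: 0% = DMSO only wells and 100% = clavulanate BLA inhibitor control wells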
# LMP1 NFkB inh: EBV LMP1-driven NF-kappaB luciferase reporter inhibitors, primary screen, cell-based, luminescence, single point | LMP1-induced NF-kappaB luciferase reporter cells | inhibition, % at 12.5 µM | hit rate 0.69% among 350,000; in the data active means inhibition above about 41%; inconclusive means no clear call, values can overlap the other calls;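 further: 0% = neutral control wells and 100% = reference inhibitor control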
# NOD2-RIPK2 inh: NOD2-RIPK2 binding disruptors in cells, primary screen, fluorescence, CHO cells, BLA complementation | Receptor-interacting serine/threonine-protein kinase 2 (Homo sapiens), O43353 | CCF4 ratio | inhibition, % at 4.98 µM | hit rate 0.38% among 360,000 | AID 624267, 2012; in the data active means inhibition above about 21%;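 further: 0% = vehicle only and 100% = reference blocker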
# SRC1 inh: SRC1 coactivator transcriptional activity inhibitors, primary screen, cell-based, luminescence; Nuclear receptor coactivator 1 (Homo sapiens), Q15788; HEK293 GAL4-SRC1 luciferase reporter; inhibition, % at 3.6 µM; hit rate 0.12% among 360,000; AID 588354, 2011;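 active means inhibition above the campaign mean plus 3 SD, with each screening campaign given its own cutoff, cut at about 60% in these data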;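 further: 0% = DMSO treated cells and 100% = gossypol at 36 µM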
# TROY signal inh: inhibitors of TROY-driven NF-kB signaling, primary screen, Q293 LMP1-TROYcd cells, NF-kB luciferase, uHTS; Q293 LMP1-TROYcd NF-kB luciferase reporter, 4 h; inhibition, % at 10 µM; hit rate 0.98% among 360,000; AID 1347056, 2019;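 active means compounds whose plate-normalised and pattern-corrected inhibition of the luciferase reporter signal at the single screening dose is 50% or more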
# NR5A2 inv ag: LRH-1 (NR5A2) inverse agonists, primary screen, cell-based, luminescence, HEK293T, StAR-luciferase reporter; Nuclear receptor subfamily 5 group A member 2 (Homo sapiens), O00482; LRH-1 transfected, 24 h; inhibition, % at 3.6 µM; hit rate 0.13% among 360,000; AID 602396, 2012;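 active means inhibition above the mean inhibition of all tested compounds plus 3 SD, cut at about 73% in these data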;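 further: 0% = DMSO wells and 100% = reporter-only cells lacking LRH-1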
# NCOA2 inhibitor: inhibition of GAL4-SRC2 driven luciferase reporter, primary screen, SRC2 inhibitor project, cell-based, luminescence. inhibition, % at 9 µM. Nuclear receptor coactivator 2 (Homo sapiens), Q15596. HEK293 GAL4-SRC2 luciferase reporter. hit rate 0.17% among 370,000. AID 651957, 2012;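 active means inhibition above the mean inhibition of all tested compounds plus 3 SD, set per campaign, cut at about 52% in these data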;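 further: 0% = DMSO treated cells and 100% = cells given Gossypol at 36 µM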
# Target sequence (Q15596 whole entry, looked up, the tested form may be a part): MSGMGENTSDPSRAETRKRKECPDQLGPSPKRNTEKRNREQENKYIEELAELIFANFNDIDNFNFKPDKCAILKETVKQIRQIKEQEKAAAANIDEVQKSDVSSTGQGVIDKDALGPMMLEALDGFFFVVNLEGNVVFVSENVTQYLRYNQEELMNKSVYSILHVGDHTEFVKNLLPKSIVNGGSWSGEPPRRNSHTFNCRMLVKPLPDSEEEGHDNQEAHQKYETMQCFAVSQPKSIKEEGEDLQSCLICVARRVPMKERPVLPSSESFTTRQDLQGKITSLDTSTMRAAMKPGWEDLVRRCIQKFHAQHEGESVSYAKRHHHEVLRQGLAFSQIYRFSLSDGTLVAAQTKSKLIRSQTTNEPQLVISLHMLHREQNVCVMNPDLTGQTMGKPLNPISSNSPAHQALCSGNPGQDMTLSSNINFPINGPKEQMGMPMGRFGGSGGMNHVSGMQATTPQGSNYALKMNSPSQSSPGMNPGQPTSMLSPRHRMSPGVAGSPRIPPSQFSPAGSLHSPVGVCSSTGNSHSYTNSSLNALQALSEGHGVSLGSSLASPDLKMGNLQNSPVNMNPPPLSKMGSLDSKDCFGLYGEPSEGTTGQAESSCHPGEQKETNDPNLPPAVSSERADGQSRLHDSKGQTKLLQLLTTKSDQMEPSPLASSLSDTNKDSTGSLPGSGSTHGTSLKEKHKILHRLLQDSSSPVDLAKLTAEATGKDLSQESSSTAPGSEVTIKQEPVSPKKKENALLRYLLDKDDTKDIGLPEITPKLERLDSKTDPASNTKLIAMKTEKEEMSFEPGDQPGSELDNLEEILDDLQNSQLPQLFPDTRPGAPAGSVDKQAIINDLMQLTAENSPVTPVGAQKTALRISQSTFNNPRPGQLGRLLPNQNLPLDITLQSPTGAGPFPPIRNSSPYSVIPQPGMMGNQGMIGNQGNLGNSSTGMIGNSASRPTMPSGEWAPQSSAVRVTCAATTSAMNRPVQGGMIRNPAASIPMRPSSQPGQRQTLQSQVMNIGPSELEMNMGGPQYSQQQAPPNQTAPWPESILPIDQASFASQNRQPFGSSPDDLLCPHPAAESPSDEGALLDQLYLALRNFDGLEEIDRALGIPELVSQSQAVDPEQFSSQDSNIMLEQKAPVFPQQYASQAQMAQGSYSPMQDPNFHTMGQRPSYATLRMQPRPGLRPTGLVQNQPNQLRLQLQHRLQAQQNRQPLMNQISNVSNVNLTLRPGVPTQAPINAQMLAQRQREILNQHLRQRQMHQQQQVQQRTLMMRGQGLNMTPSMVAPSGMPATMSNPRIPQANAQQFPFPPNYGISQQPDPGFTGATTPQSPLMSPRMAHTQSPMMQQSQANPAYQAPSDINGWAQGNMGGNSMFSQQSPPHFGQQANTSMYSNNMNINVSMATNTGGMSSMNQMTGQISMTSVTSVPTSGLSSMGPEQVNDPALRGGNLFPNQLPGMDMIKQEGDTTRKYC
# COUP-TFII inh: NR2F2 transcriptional activity inhibitors, primary screen, cell-based, luciferase reporter, HEK293T, luminescence; HEK293T NGFI-A luciferase reporter; COUP transcription factor 2 (Homo sapiens), P24468; hit rate 0.7% among 370,000; inhibition, % at 8.6 µM;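 active means inhibition above a per-plate cutoff, mean inhibition of test wells between control levels plus 3 SD, cut at about 38% in these data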;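 further: cells cotransfected with COUP-TFII expression vector driving the NGFI-A reporter; 0% = median of COUP-TF2 test wells and 100% = reporter-only cells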
# Vif imaging: HIV Vif self-association inhibitors, primary screen, imaging, HEK293T, single point | AID 602346, 2012 | inhibition, % at 7.49 µM | HEK293T cells, Vif self-association by quenched fluorescence, 24 h | hit rate 0.35% among 340,000; in the data active means inhibition above about 50%, passing the limit was not always enough; inconclusive means no clear call, values can overlap the other calls; inactive means below about 31%; further: some results filed as inactive read as strong as hits
# Starred values were filed as active, the others as inactive; ? = inconclusive; nt = no result given. These rows are one share of the data (hit frequency here may not be typical).
Molecule	C8 TRAIL sens	SRC3 inh	TLR9-MyD88 inh	LMP1 NFkB inh	NOD2-RIPK2 inh	SRC1 inh	TROY signal inh	NR5A2 inv ag	NCOA2 inhibitor	COUP-TFII inh	Vif imaging
COc1cccc(N(C(=O)Cn2nnc(-c3ccc(C)cc3)n2)C(C(=O)NC(C)(C)C)c2c[nH]c3ccccc23)c1 (centres undefined)	-6	15	7	7	-8	-8	17	17	-21	4	-2
CCNS(=O)(=O)c1ccc(Br)c(OC)c1	1	9	-18	-3	-3	-3	2	18	17	10	-2
CN(C)S(=O)(=O)N(CC(=O)Nc1ccc(S(=O)(=O)N2CCCC2)cc1)c1ccccc1	17	-2	4	-1	15	17	16	-2	-2	-13	-4
Cc1cccc(NC(=O)COC(=O)c2cccc(S(=O)(=O)N3CCCCCC3)c2)c1	-17	-11	-4	1	5	-2	21	-33	12	-12	0
COc1cc(OC)cc(-n2nnnc2SCC(=O)NCc2cccs2)c1	-6	19	4	-1	-1	3	-11	1	-14	-11	7
COc1cccc(C(=O)Nc2ccc3c(c2)OC[C@H](C)N(CCc2ccccc2)C[C@@H](C)[C@@H](OC)CN(C)C3=O)c1	-4	nt	nt	nt	3	nt	nt	12	6	4	nt
COc1ccc(NC(=S)NNC(=O)C(C)n2nc(C)c([N+](=O)[O-])c2C)cc1 (centres undefined)	-16	-4	8	-10	-4	2	3	5	6	-11	-3
Cc1ccc(S(=O)(=O)n2cc(-c3ccccc3)c3ccccc32)cc1	15	3	3	18	-2	-3	14	14	31	-48	1
O=C(NNC1=NC2(CCCC2)Cc2ccccc21)c1cccnc1	0	11	3	1	-2	-11	-9	14	-9	7	7
C=CCn1c(=S)[nH]c2cc(C(=O)N3CCN(c4ccccc4OC)CC3)ccc2c1=O	12	4	-6	1	-11	-6	25	-7	15	15	-1
COc1ccc(CN2CCNC(=O)C2CC(=O)NC2CCCC2)c(OC)c1 (centres undefined)	-5	-3	6	-10	-3	-7	-6	6	12	9	-5
COc1ccc(OCc2cc(C(=O)NCCN3CCCc4ccccc43)no2)c(Cl)c1	27	-22	-2	1	-7	-14	-33	-6	-28	2	-12
COc1ccc(C(c2nnnn2CC2CCCO2)N2CCN(c3ccccc3)CC2)cc1 (centres undefined)	-4	-15	-4	-4	-1	-2	-5	7	-40	-2	nt
Cc1ccc(Sc2ccc(S(=O)(=O)Nc3ccc(CC(=O)O)cc3)cc2)cc1C	7	3	-5	-2	1	-4	2	-4	-12	15	-2
O=C(CC1Sc2ccccc2NC1=O)NNc1cccc(Cl)c1Cl (centres undefined)	-7	17	-3	5	2	5	0	-3	4	1	0
Cc1ccc(S(=O)(=O)N2CCC(C(=O)N[C@H](C(=O)NCC3CCCO3)C(C)C)CC2)cc1 (some centres undefined)	-13	9	4	-17	2	5	-1	-4	-19	-9	-7
COc1ccc(NC(=O)CCc2nnc3ccc(N4CCC5(CC4)OCCO5)nn23)cc1	3	-9	-5	4	2	-7	-3	21	-7	-12	-9
COCCn1c(SCC(=O)c2ccccc2)nc2ccccc2c1=O	-3	-1	nt	-10	-6	-21	-14	15	-15	6	4
N#Cc1ccc(-n2nnc3ccccc3c2=O)c([N+](=O)[O-])c1	-2	5	2	4	3	-1	-21	-4	-20	9	3
Cc1cc(SCC(=O)Nc2cccc(S(=O)(=O)NC3=NCCCCC3)c2)c(C)cc1Br	-6	-1	11	1	6	-24	37	2	20	15	5
O=C(CCN1C(=O)c2ccccc2C1=O)Oc1ccc2ccccc2c1	-1	-23	-8	-1	-11	-4	6	15	-18	1	27
O=C(NNc1ccccc1)c1ccccc1	11	23	-2	2	-3	12	-2	10	-9	7	?
Cn1c(=O)c2c(-c3ccccc3)n(Cc3cccnc3)cc2n(C)c1=O	-7	12	-2	0	-5	-19	2	0	-10	1	-15
CCC(c1nnnn1Cc1ccc(F)cc1)N(CCCO)Cc1cc2cc3c(cc2[nH]c1=O)OCO3 (centres undefined)	-7	-14	-8	-1	6	-4	3	22	-12	13	11
O=C1C2C3C=CC(C3)C2C(=O)N1c1ccc2ccccc2n1 (centres undefined)	6	9	-6	-3	-5	-2	9	19	3	12	nt

# Brought forward from above: 7 compounds, then new ones.
Molecule	C8 TRAIL sens	SRC3 inh	TLR9-MyD88 inh	LMP1 NFkB inh	NOD2-RIPK2 inh	SRC1 inh	TROY signal inh	NR5A2 inv ag	NCOA2 inhibitor	COUP-TFII inh	Vif imaging
N#Cc1ccc(-n2nnc3ccccc3c2=O)c([N+](=O)[O-])c1	-2	5	2	4	3	-1	-21	-4	-20	9	3
Cc1cc(SCC(=O)Nc2cccc(S(=O)(=O)NC3=NCCCCC3)c2)c(C)cc1Br	-6	-1	11	1	6	-24	37	2	20	15	5
O=C(CCN1C(=O)c2ccccc2C1=O)Oc1ccc2ccccc2c1	-1	-23	-8	-1	-11	-4	6	15	-18	1	27
O=C(NNc1ccccc1)c1ccccc1	11	23	-2	2	-3	12	-2	10	-9	7	?
Cn1c(=O)c2c(-c3ccccc3)n(Cc3cccnc3)cc2n(C)c1=O	-7	12	-2	0	-5	-19	2	0	-10	1	-15
CCC(c1nnnn1Cc1ccc(F)cc1)N(CCCO)Cc1cc2cc3c(cc2[nH]c1=O)OCO3 (centres undefined)	-7	-14	-8	-1	6	-4	3	22	-12	13	11
O=C1C2C3C=CC(C3)C2C(=O)N1c1ccc2ccccc2n1 (centres undefined)	6	9	-6	-3	-5	-2	9	19	3	12	nt
COC(=O)c1cccc(S(=O)(=O)N2CCCC2)c1	-4	3	-5	-11	-1	-2	11	9	-15	-16	16
COc1ccc(C2CC(=O)C(CS(=O)(=O)c3ccccc3)C(=O)C2)cc1 (centres undefined)	22	3	nt	5	-15	-8	-2	-4	-15	1	2
O=C(O)Cn1nnnc1SCC(=O)Nc1ccccc1F	2	13	-21	-3	-7	-17	-1	-13	-16	1	-2
COc1cccc(CN2CCNC(=O)C2CC(=O)NCCOc2cccnc2)c1 (centres undefined)	-7	2	-1	4	-6	4	-9	16	-23	-9	-2
Cn1cc(C2OC(=O)c3ccccc32)c2ccccc21 (centres undefined)	-15	-13	0	16	-13	-5	13	-5	-26	6	36
Cc1cccc(NC(=S)NNC(=O)c2ccc(O)cc2O)c1C	5	-28	5	10	-1	0	-22	-38	-15	-13	-23
CCCC1=[N+](CC(=O)c2ccccc2)CCn2cccc21	-9	8	4	-6	0	-5	-12	-12	19	3	-1
CCOC(=O)c1cccc(NC(=O)CSc2nnc(COc3ccccc3C)o2)c1	-14	2	-11	-4	-12	-20	18	16	16	3	2
Cc1cc(Br)ccc1SCC(=O)OC/C(O)=C(\C#N)c1nc2ccccc2[nH]1	10	14	4	-13	2	1	-19	14	-15	13	1
O=C(NC1CC1(c1ccccc1)c1ccccc1)c1ccccc1 (centres undefined)	-8	7	-10	4	4	-19	-15	-31	-5	-5	-3
COc1cccc(-c2cc(C(=O)NC3CCCC3)c3ccccc3n2)c1	0	9	nt	nt	3	-5	-1	9	-5	12	16
CCN(CC)C(=O)[C@H]1C[C@H](CC(=O)NCCN2CCOCC2)C(=O)N2CCc3c([nH]c4ccc(Cl)cc34)[C@]12C	2	-21	-8	5	4	-6	-1	0	18	4	-3
Cc1cccc(CNC(=O)C2CCC(=O)N(C3CCCC3)C2)c1 (centres undefined)	-6	14	-1	5	-5	9	-12	-18	7	20	13
Cc1cc(=O)[nH]c(SCC(=O)N2CCN(S(=O)(=O)c3ccccc3)C2)n1	3	12	3	-4	-2	-7	-10	2	5	3	4
CCN(CC)CCNC(=O)CN1C(=O)COc2ccc(S(=O)(=O)N3CCOCC3)cc21	4	27	-8	1	2	11	0	12	1	-18	6
Cc1ccc(C2(C)NC(=O)N(CC(=O)Nc3ccccc3C(=O)N3CCCCC3)C2=O)cc1 (centres undefined)	8	-1	-2	0	0	4	11	-11	-9	11	-7
CC(C)C[C@H](NC(=O)[C@H](Cc1ccccc1)n1c(=O)[nH]c2ccccc2c1=O)C(=O)N1CCC[C@@H]1C(=O)O	-8	12	5	-2	0	-8	-9	5	9	6	-15
Cc1ccc(C)c(NC(=O)CN(C)C(=O)CSC(C)C(=O)Nc2cc(C)on2)c1 (centres undefined)	-4	21	-7	-21	-7	-21	-24	18	-1	-4	0
Fc1ccc(Oc2nccc(-c3ccc(Cl)cc3)n2)cc1	-4	-6	-11	11	-3	4	-81	-30	-17	-3	-2
CC1CCC(NC(=O)C2CCN(S(=O)(=O)c3ccc4nc5c(c(C(=O)O)c4c3)CC(C)CC5)CC2)CC1 (centres undefined)	5	3	4	-5	-8	-2	-28	-4	9	12	-3
CCCc1cc(=O)[nH]c(SCC(=O)Nc2cc(S(=O)(=O)N3CCOCC3)ccc2Cl)n1	7	-4	-1	3	-13	-9	3	2	-16	10	-18
Nc1ccc2ccccc2c1N=Nc1ccccc1	0	-12	-1	-27	19	-22	-47	0	-32	-8	2
CCOc1ncccc1C(=O)NCC(c1ccco1)N1CCCCC1 (centres undefined)	-6	-11	-2	6	-23	-3	-6	-5	-3	9	22

# High-throughput results (PubChem BioAssay)
